MazEF act: activators of E. coli MazEF toxin-antitoxin RNase; AID 504720; activation, % at 20 µM; 0.32% of 350,000 active; FAM/BHQ RNA-DNA oligo cleavage fluorescence, 5 h; in the data active = activation above about 50%
Target sequence (P0AE70 whole entry, looked up): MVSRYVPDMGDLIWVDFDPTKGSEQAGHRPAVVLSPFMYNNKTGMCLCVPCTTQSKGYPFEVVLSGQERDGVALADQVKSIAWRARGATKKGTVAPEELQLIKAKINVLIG
DUSP3 inh: inhibitors of human VHR1 phosphatase (DUSP3); P51452; recombinant VHR phosphatase, pNPP absorbance; inhibition, % at 13.3 µM; 0.52% of 290,000 active; in the data active = inhibition above about 50%; note: some compounds called inactive have numbers as strong as hits
Target sequence (P51452 whole entry, looked up): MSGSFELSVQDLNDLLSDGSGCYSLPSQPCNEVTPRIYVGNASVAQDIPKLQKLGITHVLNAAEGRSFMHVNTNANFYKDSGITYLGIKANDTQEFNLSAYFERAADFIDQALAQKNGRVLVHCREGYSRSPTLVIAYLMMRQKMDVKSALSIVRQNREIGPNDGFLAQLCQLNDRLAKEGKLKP
CCHF vOTU inh: CCHFV vOTU protease inhibition. Pep-AMC fluorescence. inhibition, % at 11.5 µM. 0.55% of 370,000 active; in the data active = inhibition above about 30%; note: 0% = vehicle wells with enzyme and 100% = no enzyme wells
Rv3671c protease: Rv3671c (M. tuberculosis) protease inhibition; 0.048% of 320,000 active; P9WHR9; AID 2606; inhibition, % at 5.96 µM; in the data active = inhibition above about 38%;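 note: extracellular domain of Rv3671c used as enzyme; 0% = enzyme with DMSO and 100% = no enzyme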
Target sequence (P9WHR9 whole entry, looked up, the tested form may be a part): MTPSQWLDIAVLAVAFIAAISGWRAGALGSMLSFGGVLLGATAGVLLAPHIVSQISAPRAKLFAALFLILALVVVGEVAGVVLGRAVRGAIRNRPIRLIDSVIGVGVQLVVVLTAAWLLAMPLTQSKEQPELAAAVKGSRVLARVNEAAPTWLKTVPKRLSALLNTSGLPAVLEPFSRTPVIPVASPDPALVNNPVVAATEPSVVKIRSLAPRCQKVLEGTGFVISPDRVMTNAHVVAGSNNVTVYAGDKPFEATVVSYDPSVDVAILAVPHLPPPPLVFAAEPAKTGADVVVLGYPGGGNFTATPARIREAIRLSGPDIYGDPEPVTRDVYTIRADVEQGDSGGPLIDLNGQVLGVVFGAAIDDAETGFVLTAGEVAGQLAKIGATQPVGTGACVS
SSB-PriA inh: inhibitors of Klebsiella pneumoniae PriA binding to SSB C-terminal tail; AlphaScreen SSBct-PriA binding, biotinylated peptide; inhibition, % at 33 µM; 0.6% of 430,000 active; in the data active = inhibition mostly above about 37%, no sharp cut-off; inactive = mostly below about 20%;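 note: plate controls were negative control peptide for no effect and reference peptide for full effect; strong numbers were not always called active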
PrPC surface inh: cell surface PrPC inhibition, primary TR-FRET screen; P04156; TR-FRET read-out; inhibition, % at 13.8 µM; 0.43% of 370,000 active; AID 720596; in the data active = inhibition above about 24%; note: 0% = median of the test wells and 100% = reference compound wells
BoNT A protease: inhibitors of Botulinum neurotoxin A light chain protease | 0.17% of 360,000 active | inhibition, % at 10 µM | multiplex microsphere protease substrate cleavage, flow cytometry; note: plate controls were buffer without enzyme for full effect and enzyme alone for no effect
Anthrax LF prot: blocks Bacillus anthracis lethal factor protease | P15917 | multiplex microsphere protease cleavage assay, LF | inhibition, % at 10 µM | 0.12% of 360,000 active; note: plate controls were buffer without enzyme for full effect and enzyme alone for no effect
BoNT F protease: BoNT F light chain protease inhibition | 0.22% of 360,000 active | Multiplex microsphere protease cleavage assay, flow cytometry | inhibition, % at 10 µM; in the data active = inhibition above about 35%, passing the limit was not always enough; inconclusive = no clear call, values can overlap the other calls; note: plate controls were buffer without enzyme for full effect and enzyme alone for no effect
3CLpro inhibitor: SARS-CoV 3CLpro protease inhibition; recombinant SARS-CoV 3CLpro, quenched FRET peptide cleavage; inhibition, % at 6 µM; 0.14% of 290,000 active; AID 1706; in the data active = inhibition above about 12%
An asterisk follows results filed as active; i = inactive; ? = inconclusive; nt = no result given; & = joins results of further samples. Cut-off read from the data, not from the text of the source, unless noted: active = inhibition above about 30%; inconclusive = no clear call, values can overlap the other calls; inactive = below that.

The line under a structure holds: MazEF act	DUSP3 inh	CCHF vOTU inh	Rv3671c protease	SSB-PriA inh	PrPC surface inh	BoNT A protease	Anthrax LF prot	BoNT F protease	3CLpro inhibitor
COc1ccc(CN(C)CCc2ccccn2)cc1OC
  -1	18	28	2	-14	-7	0.1	0	2	0
CCC(C(=O)Nc1ccc([N+](=O)[O-])cn1)c1ccccc1 (centres undefined)
  -5	-14	5	-3	-1	-11	nt	nt	nt	-1
Cc1ccc(C(=O)N2N=C(c3ccc(Br)cc3)CC2c2ccccc2O)cc1 (centres undefined)
  5	18	2	-14	8	1	-0.6	6	12	6
CCC1CCCCN1C(=O)c1ccc2nc(Cc3ccc(OC)cc3)oc2c1 (centres undefined)
  -4	11	-3	-6	1	2	2.4	0	1	0
COC(=O)c1ccc(C23CC4(C2)[C@H](CN(C)[C@@H]4c2ccccc2)C3c2ccc(Cl)nc2)cc1 (some centres undefined)
  3	11	-11	-5	4	1	-0.6	-6	-11	nt
COc1cccc(-c2nc(-c3cccc(C)c3)nc3cc(Cl)ccc23)c1
  nt	nt	14	nt	nt	3	1.1	-1	9	nt
Cc1ccc(-n2nc(-c3ccco3)cc2C(=O)O)c(C)c1
  -15	5	10	nt	-12	-5	1.9	-4	0	-1
OC(COCc1ccccc1)CN1CCN(c2ccccc2F)CC1 (centres undefined)
  0	12	6	4	-20	-2	0.8	-2	-1	2
CC(OC(=O)CCN=C1NS(=O)(=O)c2ccccc21)C(=O)Nc1ccc(N(C)C)cc1 (centres undefined)
  3	nt	-7	7	3	-3	-0.9	3	2	nt
COc1ccc(CCNS(=O)(=O)c2ccc3c(c2)CCN3C(=O)CCC(=O)O)cc1OC
  -16	-10	-2	1	-13	3	-0.5	0	-1	-3
Cc1ccccc1C(=O)N1CCC(C(=O)Nc2nc3ccc(F)cc3s2)CC1
  -3	nt	6	-2	3	3	nt	nt	nt	nt
C#CCN(C(=O)c1ccc(OC2CCN(Cc3ccccn3)CC2)cc1)C1CCCCC1
  -4	38	12	0	-5	-9	-3.4	0	-12	-3
CC1CC(C)(C)CC2(C1)NC(=O)N(CC(=O)NCc1ccccc1F)C2=O (centres undefined)
  -1	nt	10	-5	-20	4	4.9	2	4	nt
COC(=O)[C@]1(C)CCC[C@@]2(C)C3CC[C@@]4(C)C[C@]3(CC[C@H]12)C[C@H]4O (some centres undefined)
  0	5	5	0	-3	2	-2.2	-4	0	1
CN(Cc1ccccc1)S(=O)(=O)c1cccc2nsnc12
  2	24	-6	6	-4	-30	0.0	-4	3	4

The closing 2 entries of the section above are carried over, then new ones follow.
The line under a structure holds: MazEF act	DUSP3 inh	CCHF vOTU inh	Rv3671c protease	SSB-PriA inh	PrPC surface inh	BoNT A protease	Anthrax LF prot	BoNT F protease	3CLpro inhibitor
COC(=O)[C@]1(C)CCC[C@@]2(C)C3CC[C@@]4(C)C[C@]3(CC[C@H]12)C[C@H]4O (some centres undefined)
  0	5	5	0	-3	2	-2.2	-4	0	1
CN(Cc1ccccc1)S(=O)(=O)c1cccc2nsnc12
  2	24	-6	6	-4	-30	0.0	-4	3	4
CN(Cc1ccccc1)c1ccc(C(CC(N)=O)NC(=O)c2ccc(Br)cc2)cc1[N+](=O)[O-] (centres undefined)
  0	-6	26	-21	17	0	-0.2	-6	0	9
COc1ccc(OC)c(-c2cc(C(F)(F)F)c3c(n2)sc2c(O)cc(=O)[nH]c23)c1
  -2	-5	6	2	-22	5	5.5	0	-2	1
Nc1c(-c2ccccc2)n[nH]c1-c1ccccc1
  5	23	0	-5	10	-7	?	-2	-5	0
Cc1cc(C)c(C(=O)N2CCCC(Nc3ccc(F)cc3)C2)o1 (centres undefined)
  4	28	4	-3	-2	-4	0.1	0	3	1
CC(=O)C[C@H](O)CC(=O)[C@H]1OC(=O)[C@H](C)CCCCc2ccccc21
  0	nt	0	-3	-13	-8	-0.5	-1	-7	nt
COCC(=O)Nc1ccccc1-c1ccccc1
  3	8	-4	-2	-7	7	-0.2	-4	-5	-1
COc1ccc(CNC(=O)CCC(=O)N2CCN(S(=O)(=O)c3ccc(Cl)cc3)CC2)cc1
  -1	5	6	1	2	-6	-0.1	-1	-4	3
CN1CCN(c2ncnc3c2ncn3[C@H]2CN(Cc3ccc4c(c3)OCO4)C[C@@H](CO)O2)CC1
  nt	nt	5	nt	nt	1	-0.3	-6	-2	nt
Cc1ccccc1Nc1nnc(SCC(=O)c2c(N)n(C3CC3)c(=O)[nH]c2=O)s1
  4	nt	-3	nt	2	5	-1.6	-2	-3	nt
CCN(Cc1ccncc1)Cc1cn[nH]c1-c1cc(OC)c(OC)c(OC)c1
  1	9	8	-3	-13	3	0.7	-7	2	-1
Cc1cc(N(C)C)c(C#N)c(N2CCOCC2)n1
  9	28	12	-6	0	-8	-1.7	-4	-40	-2
CCN1CCN(Cc2ccccc2NC(=O)Nc2ccc(C)cc2)CC1
  4	14	7	1	-8	-2	0.5	-2	-1	-4
CC(C)C1CC(CCN2CCCCC2)(c2ccccc2)CCO1 (centres undefined)
  7	19	8	-4	-15	2	0.5	-2	-1	-6
CCN1C(=O)[C@H]2[C@@H](c3ccc(OC)cc3)N[C@]3(CCCN(CCC(C)C)C3=O)[C@H]2C1=O
  -16	nt	-1	nt	nt	-6	-0.2	0	-6	nt
Cc1cc(NC(=O)CSc2nccn2C)n(-c2ccccc2)n1
  4	19	-17	7	-10	-5	nt	nt	nt	-2

Compounds listed so far that contain a Cl atom:
The line under a structure holds: MazEF act	DUSP3 inh	CCHF vOTU inh	Rv3671c protease	SSB-PriA inh	PrPC surface inh	BoNT A protease	Anthrax LF prot	BoNT F protease	3CLpro inhibitor
COC(=O)c1ccc(C23CC4(C2)[C@H](CN(C)[C@@H]4c2ccccc2)C3c2ccc(Cl)nc2)cc1 (some centres undefined)
  3	11	-11	-5	4	1	-0.6	-6	-11	nt
COc1cccc(-c2nc(-c3cccc(C)c3)nc3cc(Cl)ccc23)c1
  nt	nt	14	nt	nt	3	1.1	-1	9	nt
COc1ccc(CNC(=O)CCC(=O)N2CCN(S(=O)(=O)c3ccc(Cl)cc3)CC2)cc1
  -1	5	6	1	2	-6	-0.1	-1	-4	3

Carrying on:
The line under a structure holds: MazEF act	DUSP3 inh	CCHF vOTU inh	Rv3671c protease	SSB-PriA inh	PrPC surface inh	BoNT A protease	Anthrax LF prot	BoNT F protease	3CLpro inhibitor
CC(=O)Nc1ccc(S(=O)(=O)N(C)CC(=O)OCC(=O)NCc2ccco2)cc1
  5	nt	-12	-5	-1	3	nt	nt	nt	nt
CCS(=O)(=O)N1CCC(C(=O)NCC2CCCO2)CC1 (centres undefined)
  5	17	4	0	4	-8	0.3	-1	7	-5
O=C(CSc1nnc(SCc2cccc3ccccc23)s1)N/N=C/C=C/c1ccccc1[N+](=O)[O-]
  3	-12	6	-30	nt	-4	0.7	0	-2	2
CCN(CC(=O)Nc1c(F)cccc1F)C(=O)CN1C(=O)c2ccccc2C1=O
  3	nt	12	5	10	-3	nt	nt	nt	nt
CC(C)c1nc(SCC(=O)Nc2c[nH]c(=O)[nH]c2=O)c2cnn(-c3ccccc3)c2n1
  -53	23	-14	0	2	-5	0.3	-5	3	7
COc1cccc(NC(=O)c2ccccc2SC)c1
  -4	-2	-12	3	-1	-5	0.0	-3	-3	-3
CCCCC(CC)C1OCC(C[N+]2(C)CCOCC2)O1 (centres undefined)
  8	21	3	-7	4	-3	0.4	-4	5	-3
COc1ccc(NC(=O)c2ccc(Oc3ncccn3)cc2)cc1
  12	13	-12	-9	-7	-3	0.5	-1	1	4
COc1ccc(N(CC(=O)Nc2ccccc2C(=O)NCc2ccco2)S(C)(=O)=O)cc1
  2	20	6	-5	6	-3	0.5	-2	1	-3
CCCC(=O)Nc1ccc(NC(=O)c2cccs2)cn1
  0	10	4	7	-6	9	-0.9	-5	-5	3
Cc1cc(C)cc(NC(=O)CSc2nccn2Cc2ccco2)c1
  0	-21	10	-1	21&13	7	-0.4	5	-1	1
O=c1c2ccccc2[nH]c(=S)n1CCCN1CCOCC1
  3	22	9	11	-3	3	-0.2	-1	2	0
O=C(NNC(=O)c1cc(Cl)nc2ccccc12)c1ccccc1F
  3	nt	18	4	-9	-3	-1.9	0	-9	nt
O=C(NCC1CCCO1)/C(=C\c1ccccc1F)NC(=O)c1ccccc1 (centres undefined)
  4	-4	3	5	-11	-3	-1.8	-7	-10	0
CC(C)c1ccc(/C=N/NC(=O)c2ccccn2)cc1
  1	22	-8	10	i	2	nt	nt	nt	4
CCOc1ccccc1NS(=O)(=O)c1ccc2c(c1)NC(=O)CCS2
  -8	8	8	-8	-5	5	1.8	1	6	-2
Cc1ccccc1NS(=O)(=O)c1ccc2c3c(cccc13)C(=O)N2C
  1	14	-4	-8	-10	-9	-2.2	-2	-1	5
NC(=O)CC(CC(=O)OCc1ccccc1)c1ccccc1 (centres undefined)
  -8	-6	8	4	-3	-8	-0.2	-3	-4	0
COc1ccc(C(=O)NCCc2c[nH]c3ccc(OC)cc23)cc1
  5	30	12	-1	1	0	-2.1	-9	7	-6
N#CCC(=O)Nc1ncn(Cc2ccccc2Cl)n1
  9	-1	-3	15	7	3	0.1	-1	1	7
Cc1ccc(NC(=O)CS(=O)CC(=O)N2CCN(c3ccccc3)CC2)cc1 (centres undefined)
  2	14	0	1	-1	3	-2.3	0	2	-3
CCN1CCN(S(=O)(=O)c2ccc(Cl)c(C(=O)Nc3ccccc3N3CCCCC3)c2)CC1
  -5	nt	11	-8	10	2	7.6	0	18	nt
O=C(/C=C\NCC(=O)c1ccccc1)c1ccc2ccccc2c1
  14	18	5	1	6	-1	3.3	0	4	1
O=C(N/N=C/c1ccco1)c1ccc2nc[nH]c2c1
  8	41	-4	2	i	0	0.3	-10	?	-1
COc1cccc(C2C(C#N)=C(C)NC3=C2C(=O)CC(C)(C)C3)c1 (centres undefined)
  6	-8	-125	-3	-6	-3	0.0	-1	-4	2
COc1ccc(-c2cc3ccccc3n2CC(O)Cn2nc(C)cc2C)cc1 (centres undefined)
  8	6	12	-3	47*	5	152*	49*	-38	0
Cc1ccc(CSCC(=O)Nc2ccc(N3CCOCC3)cc2N2CCOCC2)cc1
  1	nt	-8	-3	-6	0	?	?	?	nt
CCOC(=O)C(CCc1nnc(N)s1)C(=O)OCC
  0	28	-11	0	-7	0	-0.3	-6	-9	0
CC/C(=N\NC(=O)CNC(=O)/C=C/c1ccco1)c1ccccc1
  -1	21	3	-3	nt	-5	0.8	9	-7	-6
CNC[C@@H]1Oc2cc(Br)ccc2S(=O)(=O)N([C@@H](C)CO)C[C@H]1C
  2	nt	10	nt	nt	-5	-0.4	4	-4	nt

Structures shown so far with a cyano group (3):
The line under a structure holds: MazEF act	DUSP3 inh	CCHF vOTU inh	Rv3671c protease	SSB-PriA inh	PrPC surface inh	BoNT A protease	Anthrax LF prot	BoNT F protease	3CLpro inhibitor
Cc1cc(N(C)C)c(C#N)c(N2CCOCC2)n1
  9	28	12	-6	0	-8	-1.7	-4	-40	-2
N#CCC(=O)Nc1ncn(Cc2ccccc2Cl)n1
  9	-1	-3	15	7	3	0.1	-1	1	7
COc1cccc(C2C(C#N)=C(C)NC3=C2C(=O)CC(C)(C)C3)c1 (centres undefined)
  6	-8	-125	-3	-6	-3	0.0	-1	-4	2

These rows are one share of the data; rates above refer to the full screens.
